# GLP1R cytotox: cytotoxicity counter-screen for GLP-1 receptor inverse agonists. HEK293 cAMP-luciferase reporter cells, luminescence, 24 h. Potency, µM (highest dose often 38.3 µM), inactives show top-dose activity change, negative = inhibition, usual class: inhibitors. hit rate 0.13% among 410,000;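 note: loss of luciferase light is scored as toxicity; % is set by controls: 0 for no effect and ±100 for the full control effect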
#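 Step one: seed cells (200 cells/uL, DMEM with 10% Nu serum, 1% pen-strep). Step two: 12-hour incubation at 37 deg C. Step three: pin 23 nL compound, incubate 24 hr. Step four: add luciferase reagent, read luminescence 12 min later.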
# SW480 rerep: inducers of DNA re-replication in SW480 colon cancer cells; SW480 DNA re-replication, Hoechst DNA content imaging, 48 h; Potency, µM (top dose mostly 46.1 µM), for the others: top-dose re-replication activation, usual class: activators; hit rate 1.8% among 340,000; note: % of control where 0% means no effect; nearly all actives have a fitted effect of over 55% in size
#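 Image-based DNA-content assay: after two days of treatment, nuclei were labelled with the DNA dye Hoechst and imaged, and hits were compounds raising the count of nuclei showing high fluorescence intensity.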
# KB-3-1 tox: KB-3-1 parental cell cytotoxicity. hit rate 1.4% among 400,000. KB-3-1 viability, CellTiter-Glo ATP luminescence, 72 h. AID 1347075. Potency, µM (top dose mostly 46.1 µM), for inactives: at the top dose activity change, negative = cytotoxic, actives largely listed as cytotoxic; note: % is set by controls: 0 for no effect and ±100 for the full control effect; nearly all actives have a fitted effect of over 60% in size
#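 Luminescent ATP read-out (CellTiter-Glo) measures survival of drug-naive KB-3-1 cells after 72 h compound exposure at 37 °C. Titration series was screened from lowest to highest concentration, with DMSO vehicle plates as background controls.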
# KB-V1 cytotox: KB-V1 MDR subline cytotoxicity. KB-V1 MDR cells viability, CellTiter-Glo, 72 h. Potency, µM (highest dose often 46.1 µM), without a hit: top-dose activity change, negative = cytotoxicity, hits mostly cytotoxic. hit rate 3.4% among 400,000; note: % is set by controls: 0 for no effect and ±100 for the full control effect; nearly all actives have a fitted effect of over 60% in size
#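 qHTS viability screen in drug-selected KB-V1 MDR cells: 72 h compound treatment at 37 degrees C, ATP luminescence end point.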
# GLP-1R inv ag: GLP-1 receptor (human) inverse agonism; hit rate 1.6% among 410,000; Potency, µM (top dose mostly 38.3 µM), inactives show at the highest dose activity change, negative = inhibition, usual class: inhibitors; AID 624417; HEK293 GLP-1R CRE-luciferase, luminescence, 24 h; GLP-1R form is constitutively active; P43220; note: % is set by controls: 0 for no effect and ±100 for the full control effect; nearly all actives have a fitted effect of over 55% in size
#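 HEK293 cells stably co-expressing constitutively active GLP-1R and a cAMP-responsive luciferase reporter were seeded in DMEM with 10% Nu serum, given compounds after 12 h, and incubated 24 h at 37 deg C. Luminescence was then read.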
# HT1080NT lethal: kills 2HG-producing HT-1080-NT fibrosarcoma cells. HT-1080-NT fibrosarcoma viability, CellTiter-Glo ATP luminescence, 48 h. Potency, µM (doses to about 46.1 µM), for inactives: top-dose activity, negative = less viability, usual class: cytotoxic. hit rate 1.6% among 360,000;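 note: NT is the 2HG producing partner of a matched IDH1 knockdown line; 0% = DMSO-treated cells and -100% = media-only wells without cells; nearly all actives have a fitted effect of over 55% in size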
#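 A 48-hour cytotoxicity screen used HT-1080-NT cells plated 2 hours before compound delivery. ATP-based CellTiter-Glo luminescence measured viability, normalized to DMSO and no-cell controls.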
# HT1080 IDH1KD tx: toxicity to HT-1080 IDH1 knockdown cells (counter line); HT-1080 IDH1 knockdown viability, ATP luminescence, 48 h; Potency, µM (doses to about 46.1 µM), for inactives: top-dose activity, negative = toxicity, usual class: cytotoxic; hit rate 2% among 360,000;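 note: 0% = DMSO wells and -100% = cell-free medium wells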
#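 In this qHTS, HT-1080 cells depleted of IDH1 are exposed for 48 h at 37 °C to compound titrations. Toxicity is scored from CellTiter-Glo luminescence, with DMSO as full viability and medium alone as none.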
# GLP1R ag: agonists of human GLP-1 receptor; P43220; HEK293 GLP-1R CRE-luciferase, luminescence, 4-6 h; cells express a hypersensitive GLP-1R form; Potency, µM (top dose mostly 45.6 µM), inactives show at the top dose activation, hits mostly activators; hit rate 0.007% among 380,000; AID 624172; note: % of control where 0% means no effect
# TDP43 rescue: TDP-43 toxicity inhibition in yeast; TDP-43 expressing yeast growth rescue, BacTiter-Glo, 24 h; Potency, µM (highest dose often 46.1 µM), for the others: at the highest dose growth rescue (activation), hits mostly activators; hit rate 1.8% among 410,000; AID 652104; note: % of control where 0% means no effect; nearly all actives have a fitted effect of over 50% in size
#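 Growth rescue of TDP-43-toxic yeast measured as ATP luminescence (BacTiter-Glo). Cells grown to mid-log in raffinose, induced in galactose at OD600=0.02, exposed to compound 24 hr at 30 deg C.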
# Starred values were filed as active, the others as inactive; ? = inconclusive; . = not tested or not shown; [ ] = another dose, or the depositor's remark. Calls come from the whole dose curve; as a rule, active = well fitted curve in the direction sought with a large enough effect; inconclusive = small, poorly fitted or top-dose-only effect, or another doubt; inactive = no such curve, though single readings can be large; an effect the other way counts as inactive or inconclusive. Potency is the fitted concentration of half-maximal effect.
SMILES,GLP1R cytotox,SW480 rerep,KB-3-1 tox,KB-V1 cytotox,GLP-1R inv ag,HT1080NT lethal,HT1080 IDH1KD tx,GLP1R ag,TDP43 rescue
CC1CN(c2oc(Cc3cccc4ccccc34)nc2C#N)CC(C)O1 (centres undefined),0%,1%,1%,?,?,-13%,-14%,11%,?
CC(=O)c1cn(CC(=O)Nc2ccc(C)cc2)c2ccccc12,-9%,2%,-1%,-9%,1%,-10%,-1%,13%,-1%
Cc1ccc(NC(=O)COC(=O)c2cccc3c(=O)c(C)c(-c4ccccc4)oc23)cc1,2%,6%,-6%,6%,6%,11%,26%,0%,-5%
COc1ccc(S(=O)(=O)NCC(c2ccc(N(C)C)cc2)N2CCCC2)cc1 (centres undefined),1%,.,23%,17%,-6%,.,.,.,3%
O=C(CCN1CCc2ccccc2CC1)c1ccc2c(c1)OCCO2,?,13µM*,-6%,?,0%,-3%,-1%,-17%,-90%[inhibitor]
Cc1ccccc1CN(C)CC(=O)Nc1ccccc1Oc1ccccc1,27%,5%,-23%,?,0%,-2%,-8%,1%,-13%
O=C(O)CSc1nnc(C2COc3ccccc3O2)n1-c1ccccc1 (centres undefined),-7%,-2%,-1%,-7%,10%,17%,10%,-1%,18%
CC(=O)c1cccc(N=C2NC(=O)C(CO)(CO)S2)c1,1%,4%,-4%,1%,3%,17%,20%,2%,-3%
O=C(CN1C(=O)c2ccccc2C1=O)OCC(=O)c1ccc(F)cc1,-1%,3%,0%,0%,-4%,6%,2%,-12%,3%
COc1ccc(OC)c(/C=C/C(=O)OCC(=O)NCc2cccs2)c1,-18%,-7%,-1%,-17%,-10%,7%,1%,1%,1%
Cc1cc(C)c2nc(-c3ccccn3)cc(C(=O)NCc3cc(C)n(C)n3)c2c1,5%[7.66 µM],-1%,18%,?,18%[7.66 µM],?,-19%,0%,1%
Cc1ccc(NCC(=O)c2ccccc2)cc1Cl,-4%,-11%,?,?,1%,-2%,0%,-2%,-11%
COc1ccc(NC(=O)c2ccc(COc3ccccc3)o2)c(OC)c1,6%,-2%,4%,-26%,-15%,2%,0%,-6%,25%
O=C(COC(=O)Cc1c[nH]c2ccccc12)Nc1c(Cl)cccc1C(F)(F)F,-11%,7%,-1%,-17%,0%,2%,0%,10%,-7%
CCCc1cc(=O)[nH]c(SCC(=O)N(CCOC)c2c(N)n(Cc3ccccc3)c(=O)[nH]c2=O)n1,-7%,-5%,-3%,23%,-1%,5%,1%,-5%,15%
Cc1ncc([N+](=O)[O-])n1CCOC(=O)C12CC3CC(CC(C3)C1)C2,1%,-4%,-2%,-23%,5%,-18%,-12%,1%,?
O=S1(=O)CC(N2CCN(CC3CC3)CC2)CN1C1CCCCC1 (centres undefined),-7%,.,0%,18%,-12%,?,13%,2%,14%
CN(CCOc1ccccc1)C(=O)C1CCC(=O)N(CCN2CCOCC2)C1 (centres undefined),7%,-7%,?,29%,1%,12%,-1%,-7%,16%
COc1ccc(-n2ncc(C(=O)N3CCN(c4cc(C)ccc4C)CC3)c2C2CCN(C(=O)OC(C)(C)C)CC2)cc1,-1%,.,5%,-1%,12%,.,.,.,1%
O=C(Nc1cc2c3c(c1)CC(=O)N3CCC2)c1ccc(Cl)cc1,-4%,-20%,-7%,0%,32%[activator],-2%,-15%,20%,-4%
Cc1ccc(C)c(N2C(=O)CS/C2=N\NC(=O)c2ccccc2Cl)c1,2%,-1%,-1%,-27%,0%,15%,11%,-1%,-10%
Cc1cc(C)cc(NC(=O)CCN2CC(C)OC(C)C2)c1 (centres undefined),0%,-5%,0%,?,1%,10%,12%,8%,-11%
Nc1nonc1-c1nc2ccccc2n1Cc1ccc(F)cc1,-2%,?,?,?,0%,-25%,-6%,1%,6%
CCOC(=O)C1=CCN(S(=O)(=O)c2ccccc2F)C1c1ccccc1 (centres undefined),-1%,.,0%,22%,-19%,8%,6%,12%,10%
CN1C(=O)C(C)(C)c2cc(S(=O)(=O)N3CCN(c4ccccc4F)CC3)ccc21,17%,?,?,13%,18%,8%,1%,-7%,?
c1ccc(-c2cncnc2)nc1,22%,-1%,-5%,-18%,14%,-1%,7%,-2%,19%
COC(=O)c1ccc(NC(=O)CN2C(=O)CCc3cc(S(=O)(=O)N4CCCCC4)ccc32)cc1,0%,.,7%,-4%,?,.,.,.,22%
O=C(O)CCc1ccc(-c2ccc(Br)cc2)n1-c1ccc(O)cc1,2%,3%,0%,-4%,?,-8%,-20%,1%,24%
COc1ccc([C@H]2CC(=O)C[C@@H](CCn3cc(Cc4ccccc4)nn3)O2)cc1,-3%,.,3%,?,7%,17%,9%,8%,?
Cc1cc(NC(=O)CSc2nc(-c3ccccc3Cl)nc3c2c(=O)n(C)c(=O)n3C)no1,-1%,-24%[1.84 µM],2%,-13%,15%,17%,19%,-3%,.
CCCCN1C(=O)C(CC(=O)NCc2ccco2)CC(C(=O)N(CC)CC)=C1C (centres undefined),-7%,.,-9%,-19%,11%,7%,20%,5%,15%
O=C(CSc1ncc2c(n1)-c1ccccc1N(Cc1ccc(Cl)cc1)S2(=O)=O)c1ccccc1,2%,.,-28%,0%,11%,.,.,.,10%
C[C@@H]1CC=C[C@@H]2[C@H]1C(=O)N(Cc1ccccc1)[C@H]2c1ccccc1Br,1%,?,?,?,-11%,?,?,1%,11µM*
COc1cccc(CNC(=O)C2CCCCN2S(=O)(=O)c2ccc(F)cc2)c1 (centres undefined),9%,.,15%,0%,-18%,.,.,.,16%
CC1(C(=O)Nc2ccc3c(c2)OCCO3)CN(S(C)(=O)=O)CC(=O)N1Cc1cccc(C(F)(F)F)c1 (centres undefined),-6%,.,-1%,-9%,13%,17%,9%,.,22µM*
CN(Cc1ccccn1)C(=O)c1cc(COc2ccc(F)c(F)c2)on1,-6%,.,-3%,?,-24%,0%,-3%,-1%,28%
O=C(NC1CCCC1)C(c1ccccc1F)N(C(=O)c1ccco1)C1CCCC1 (centres undefined),-16%,20%,?,-17%,?,-8%,-1%,-9%,-6%
CCc1ccc(NC(=O)CSc2nc3c(c(=O)n(C)c(=O)n3C)n2C)cc1,-7%,-3%,-7%,3%,2%,-4%,5%,-6%,8%
CN(C)c1ccc(/C=C(\Cl)c2nc3ccccc3s2)cc1,95%[activator],?,0%,?,?,-17%,-29%,-17%,11%
COc1ccccc1N1CCN(C(=O)C2CCN(S(=O)(=O)c3ccc(C)cc3)CC2)CC1,-3%,-2%,-2%,?,-25%,3%,-7%,10%,24%
COc1ccc(/C=C/C(=O)c2c(O)c(OC)c3occc3c2OC)cc1,-25%,?,?,?,?,?,?,-2%,1%
CN1OC[C@@H]2CN[C@H](c3ccc(-c4cccc(F)c4)cc3)C[C@@H]21,-8%,.,10%,-2%,-27%,-7%,-5%,4%,21%
NS(=O)(=O)c1ccc(CNC(=O)c2ccccn2)cc1,2%,-9%,5%,1%,-19%,?,6%,-3%,-8%
CCn1c(C(=O)N2CCC(C(=O)NCCCSC3CCCCC3)CC2)cc2sccc21,-3%,-3%,?,-27%,?,-12%,-4%,4%,?
CCN(CC)c1ncnc2c1ncn2[C@H]1CN(CCOC)C[C@@H](CO)O1,-7%,.,0%,6%,7%,?,27%,11%,14%
O=C(c1cccc(Cl)c1)N1CCC2(CC1)NCCc1[nH]cnc12,-2%,16%,4%,19%,6%,2%,4%,1%,16%
Cc1ccc(S(=O)(=O)N2CCCC2)cc1C(=O)NCc1ccccc1CN1CCCC1,0%,-6%,-4%,0%,-26%,-5%,5%,5%,-6%
COc1cccc(CNC(=O)[C@@H]2CCCN2C(=O)[C@@H]2CCCN2C(=O)c2cccc3ccccc23)c1,-7%,.,12%,-8%,12%,3%,-1%,-5%,-2%
Cc1nn(-c2ccccc2)c2sc(C(=O)N(Cc3ccco3)C(C)C(=O)NC(C)(C)C)cc12 (centres undefined),-8%,?,?,?,2%,5%,2%,-1%,12%
CC(=O)Nc1cccc(NS(=O)(=O)c2cccc3nsnc23)c1,5%,-4%,0%,-3%,0%,1%,-3%,0%,-4%
COc1ccccc1CCC(=O)Nc1cc(S(=O)(=O)N2CCCCC2)ccc1N1CCN(C)CC1,-7%,-9%,7%,?,?,3%,6%,1%,24%
Nc1nc2ccccc2n1S(=O)(=O)c1ccc(Cl)cc1,11%,.,0%,-21%,-3%,-9%,-6%,7%,-12%
O=C(OCc1ccccc1)N1CCC2CC1c1cc(N3CCOCC3)ccc12 (centres undefined),15%,?,0%,-7%,?,-8%,-3%,10%,12%
CCCNS(=O)(=O)c1ccc(C(=O)NCC2CCCO2)cc1 (centres undefined),3%,0%,2%,10%,2%,-2%,5%[9.24 µM],0%,-16%
Cc1ccc(C)c(OCc2cc(C(=O)N3CCN(c4cnccn4)CC3)no2)c1,4%,7%,8%,-10%,?,-5%,2%,1%,?

# Bioassay records (PubChem)
